Screening data from PubChem BioAssay.
HCV inh: qHTS Assay for Inhibitors of Hepatitis C Virus (HCV); Huh7.5.1 HCVcc-Cre infection, luciferase reporter, 44 h; Potency, µM (doses to about 41.8 µM), inactives show top-dose activity change, negative = inhibition, actives largely listed as inhibitors; 340,000 tested, 3.4% active; AID 651820, 2012; also: potency is read from the fitted curve at half-maximal effect
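After 44 h co-culture of compound, cells and HCVcc-Cre (~0.5 moi), substrate is added for 15 min at room temperature and luciferase measured over 15 sec. Cells were seeded at 1,000/well and pre-cultured 4 h.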
HCMV antiviral: qHTS Assay for inhibitors of the human cytomegalovirus (HCMV); HFF cells, HCMV-luciferase reporter, 72 h; stronger effect = lower value; activity change, negative = inhibition, % at 57.5 µM; 410,000 tested, 4.5% active; AID 1259415, 2018; in the data active = activity change below about -60%; inconclusive = no clear call, values can overlap the other calls; inactive = above about -39%
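Steps: HFFs plated, 16 h 37C; compounds added; HCMV-luciferase added to MOI 1 PFU/cell; 72 h 37C; OneGlo reagent, 5 min room temperature; luminescence read, normalized to controls.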
AMA1-RON2 inh: qHTS for Inhibitors of AMA1-RON; Towards Development of Antimalarial Drug Lead: Primary Screen | Potency, µM (top dose mostly 58.2 µM), inactives show at the highest dose activity change, negative = inhibition, actives largely listed as inhibitors | AlphaScreen AMA1-biotinylated RON2 peptide binding | 360,000 tested, 0.2% active | AID 720542, 2013;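 also: potency is read from the fitted curve at half-maximal effect; 0% = vehicle wells and -100% = peptide control; nearly all actives have a fitted effect of over 45% in size; some results filed as inactive show a strong effect at the top dose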
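AMA1 (3D7) with his tag at 25 nM final met compounds first, then biotinylated RON2 peptide at 25 nM; detection used donor plus acceptor beads, 10 µg/mL apiece, read by AlphaScreen after 30 min at room temperature.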
FBPA Giardia inh: qHTS Assay for Inhibitors of Fructose-1,6-bisphosphate Aldolase from Giardia Lamblia | Potency, µM (doses to about 59.6 µM), without a hit: at the top dose activity, negative = inhibition, hits mostly inhibitors | purified Giardia FBPA | 290,000 tested, 0.71% active | AID 2451, 2010; also: potency is read from the fitted curve at half-maximal effect; nearly all actives have a fitted effect of over 55% in size
Target sequence (A8B2U2 whole entry, looked up): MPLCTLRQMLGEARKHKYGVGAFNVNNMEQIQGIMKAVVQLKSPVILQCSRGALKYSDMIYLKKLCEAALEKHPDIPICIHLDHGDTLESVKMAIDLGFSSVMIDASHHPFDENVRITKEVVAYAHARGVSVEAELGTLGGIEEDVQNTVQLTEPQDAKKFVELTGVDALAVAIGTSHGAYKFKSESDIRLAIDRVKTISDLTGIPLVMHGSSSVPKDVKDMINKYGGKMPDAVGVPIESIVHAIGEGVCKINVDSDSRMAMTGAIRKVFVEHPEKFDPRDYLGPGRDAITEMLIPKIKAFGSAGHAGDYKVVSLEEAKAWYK
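40 nM FBPA preincubated 10 min at RT with compound (up to 57.5 uM final), then substrate plus GAPDH/TPI/NAD/arsenate coupling and diaphorase/resazurin added. Fluorescence read after 20 min at RT, 525/598 nm.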
AmpC inh detg: qHTS Inhibitors of AmpC Beta-Lactamase (assay with detergent); P00811; AmpC hydrolysis of nitrocefin, absorbance 480 nm, 0.01% Triton; Potency, µM (top dose mostly 114 µM), for the others: at the highest dose activity change, negative = inhibition, actives largely listed as inhibitors; 370,000 tested, 0.041% active;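 also: potency is read from the fitted curve at half-maximal effect; 0% = no-compound wells and -100% = no-enzyme wells; nearly all actives have a fitted effect of over 25% in size; some results filed as inactive show a strong effect at the top dose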
Target sequence (P00811 whole entry, looked up): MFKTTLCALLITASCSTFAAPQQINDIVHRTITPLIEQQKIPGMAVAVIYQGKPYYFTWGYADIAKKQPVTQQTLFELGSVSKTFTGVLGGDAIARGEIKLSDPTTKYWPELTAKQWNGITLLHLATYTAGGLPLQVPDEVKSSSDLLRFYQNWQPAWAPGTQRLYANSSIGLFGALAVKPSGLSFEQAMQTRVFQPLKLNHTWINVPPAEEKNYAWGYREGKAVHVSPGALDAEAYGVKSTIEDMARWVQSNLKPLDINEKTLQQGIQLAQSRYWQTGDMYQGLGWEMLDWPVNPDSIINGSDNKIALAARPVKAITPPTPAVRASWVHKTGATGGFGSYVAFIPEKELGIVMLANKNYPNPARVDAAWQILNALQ
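AmpC (5.3 nM in the dispensed reagent) in 20 mM phosphate pH 7.0 with 0.01% (detergent screen) or 0.0001% Triton X-100 was preincubated with compounds for 15 min at room temperature. Nitrocefin was then added from an 800 uM solution, and hydrolysis was followed at 480 nm.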
Sm TGR block: qHTS Assay for the Inhibitors of Schistosoma Mansoni Peroxiredoxins; Schistosoma mansoni thioredoxin glutathione reductase (TGR), Q962Y6; purified TGR, DTNB reduction, TNB absorbance 405 nm; Potency, µM (series often up to 114 µM), for the others: at the highest dose activity change, negative = inhibition, most hits filed as inhibitors; 360,000 tested, 3% active; AID 485364, 2010; also: potency is read from the fitted curve at half-maximal effect; nearly all actives have a fitted effect of over 60% in size
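First, TGR (20 nM dispensed) and NADPH were mixed with compound. Second, a 15 min room-temperature incubation followed. Third, further NADPH and then DTNB were added to start the reaction. Finally, TNB absorbance was monitored kinetically.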
Numbers without * were called inactive; ? = inconclusive; . = no result given; & = joins results of further samples; [ ] = another dose, or the depositor's remark. Unless noted, calls follow the shape of the dose curve; as a rule, active = well fitted curve in the direction sought with a large enough effect; inconclusive = small, poorly fitted or top-dose-only effect, or another doubt; inactive = no such curve, though single readings can be large; an effect the other way counts as inactive or inconclusive. Unless noted, % is scaled to controls: 0 for no effect and ±100 for the full control effect. No enrichment for hits; overall some 9.3% were active at least once.

Compound | HCV inh | HCMV antiviral | AMA1-RON2 inh | FBPA Giardia inh | AmpC inh detg | Sm TGR block
CC(C)(C)OC(=O)N1CCCC(C(=O)Nc2cccc(C(=O)NCCc3ccccc3)c2)C1 (configuration not stated) | 19.1%[8.37 µM] | 7.0 | 15.6% | . | . | .
Cn1c(SCC(=O)C(C)(C)C)nnc1-c1ccccn1 | 11.8% | -1.6 | -8.1% | -3.0% | -2.8% | -14.7%
COc1ccc(OC)c(-c2noc(N3CCN(c4ccc(Cl)cc4)CC3)n2)c1 | . | -26.2 | . | . | 1.7% | 0.7%
O=C(CNC(=O)c1ccc(Cl)cc1Cl)OCC(=O)N1CCCC1 | 7.5% | -18.9 | -8.2% | . | 0.5% | 3.2%
Cn1c(=O)n(C)c2cc(N3CCOCC3)c(NS(=O)(=O)c3ccc(Br)cc3)cc21 | . | -4.7 | . | . | 13.5% | 7.7%
O=C(CSc1nc2ccccc2o1)NCc1ccc2c(c1)OCO2 | -14.7% | 75.8 | 11.7% | -9.2% | ? | -0.4%
Cc1ccccc1CN1C(=O)c2ccccc2S(=O)c2ccc(C(=O)NCc3ccco3)cc21 (configuration not stated) | . | -12.8 | . | . | 0.0% | -19.5%
Cc1ccc(CC2C(=O)N(c3nc(C)cc(C)n3)C(=O)C2C)cc1 (configuration not stated) | 16.4% | -35.2 | -3.6% | 7.1% | 3.1% | 0.3%
O=C(/C=N/O)Nc1ccc2sc3ccccc3c2c1 | 12.6µM* | -28.5 | 3.2% | -29.4% | -5.4% | 11.7%
COc1ccc(NC(=O)C2CCN(S(=O)(=O)c3ccc(C)cc3)CC2)cc1OC | -9.1% | -16.7 | 5.7% | -2.2% | -6.1% | -2.7%
O=C(O)c1cc(-c2ccc(N3CCOCC3)cc2)nn1-c1ccc(F)cc1F | 11.4% | -5.3 | 12.8% | 9.3% | -5.2% | -0.6%
Cc1ccc(S(=O)(=O)N(C)C)cc1NC(=O)COC(=O)CCCOc1ccccc1 | 5.9% | 2.1 | 3.9% | 12.3% | 2.9% | 0.3%

Random excerpt: six records from the list
Compound | HCV inh | HCMV antiviral | AMA1-RON2 inh | FBPA Giardia inh | AmpC inh detg | Sm TGR block
O=C(/C=N/O)Nc1ccc2sc3ccccc3c2c1 | 12.6µM* | -28.5 | 3.2% | -29.4% | -5.4% | 11.7%
CC(C)(C)OC(=O)N1CCCC(C(=O)Nc2cccc(C(=O)NCCc3ccccc3)c2)C1 (configuration not stated) | 19.1%[8.37 µM] | 7.0 | 15.6% | . | . | .
O=C(O)c1cc(-c2ccc(N3CCOCC3)cc2)nn1-c1ccc(F)cc1F | 11.4% | -5.3 | 12.8% | 9.3% | -5.2% | -0.6%
Cc1ccc(CC2C(=O)N(c3nc(C)cc(C)n3)C(=O)C2C)cc1 (configuration not stated) | 16.4% | -35.2 | -3.6% | 7.1% | 3.1% | 0.3%
O=C(CSc1nc2ccccc2o1)NCc1ccc2c(c1)OCO2 | -14.7% | 75.8 | 11.7% | -9.2% | ? | -0.4%
Cn1c(SCC(=O)C(C)(C)C)nnc1-c1ccccn1 | 11.8% | -1.6 | -8.1% | -3.0% | -2.8% | -14.7%

More records.
Compound | HCV inh | HCMV antiviral | AMA1-RON2 inh | FBPA Giardia inh | AmpC inh detg | Sm TGR block
NC(=O)c1c(NC(=O)CS(=O)(=O)c2ccc(Cl)cc2)sc2c1CCCCC2 | . | 0.0 | . | . | -0.5% | 1.0%
CSc1nc2ccc(Nc3nc(N4CCOCC4)nc(N4CCOCC4)n3)cc2s1 | ? | 0.9 | -4.5% | -6.3% | 4.5% | -1.0%
COc1ccc(C(=O)N(C(C)C)C(C)C)c(OC)c1 | 2.2% | 29.1 | -5.3% | -6.1% | 0.4% | -0.1%
CC1CCc2c(sc3nn[nH]c(=O)c23)C1 (configuration not stated) | 6.0% | ? | 1.5% | 4.8% | 7.4% | 8.5%
CC(C)(CNC(=O)c1cccc(NS(=O)(=O)c2ccc(Br)cc2)c1)N1CCOCC1 | ? | 7.1 | -4.6% | . | 2.6% | 56.5%[activator]
Cc1c(C(=O)NCc2ccc3c(c2)OCO3)sc2nc(-c3ccc(F)cc3)cn12 | 15.2% | -15.1 | -3.5% | -3.6% | ? | -9.5%
CC1CCCC(C)N1S(=O)(=O)c1ccc(Cl)cc1 (configuration not stated) | 23.2% | -12.5 | 0.0% | 2.3% | 5.2% | -7.0%
N#Cc1ccc(C(=O)OCC(=O)NC(=O)NCc2ccccc2)cc1 | 22.8% | -17.9 | 0.1% | . | -7.1% | -2.6%
CCC(C)N(CCNC(=O)CC1Oc2ccccc2NC1=O)C1CCCCC1 (configuration not stated) | 11.4% | 20.1 | 9.2% | -2.5% | ? | -16.4%
Cc1ccc(SCc2ccc(C(=O)Nc3cccc([N+](=O)[O-])c3C)cc2)cc1 | -3.1% | -15.8 | 0.0% | . | 2.0% | 11.2%
CCC(=O)N1N=C(c2c(-c3ccccc3)c3cc(Cl)ccc3[nH]c2=O)CC1c1ccco1 (configuration not stated) | ? | -35.3 | 0.4% | 0.4% | -0.5% | -21.4%
CSCC(=O)N1CCC(Oc2cccc(C(=O)NCc3ccccn3)c2)CC1 | -17.7% | -0.2 | 44.2%[activator] | -9.5% | -14.4% | ?
O=C(Nc1cccnc1)c1cc(S(=O)(=O)N2CCCCC2)c(Cl)cc1Cl | -1.1% | 25.3 | -3.7% | -5.0% | -8.2% | 4.6%
COc1ccccc1OCCCCNCCO | 0.4% | 22.2 | 4.5% | -3.1% | 0.1% | -18.9%
O=[N+]([O-])c1ccc(S(=O)(=O)NN=C2CCCCC2)cc1 | -9.7% | -32.0 | 73.3%[activator] | . | . | .
O=C(CCC1CCCN(C(=O)c2ccccc2Cl)C1)N1CCN(c2ccccn2)CC1 (configuration not stated) | ? | ? | 6.4% | 5.0% | 4.5% | -2.7%
CCOc1cccc(-c2c(C(=O)N/N=C/c3c(F)cccc3Cl)nnn2-c2nonc2N)c1 | -0.3% | -37.6 | 35.8%[activator] | . | -3.3% | -7.8%
C=CCn1c(SC(CCO)C(=O)NCc2ccco2)nc2sc3c(c2c1=O)CCC3 (configuration not stated) | ? | ? | -23.7% | 3.0% | ? | 0.0%
COc1ccc(C(O)Cn2c(=N)n(CCCN(C)C)c3ccccc32)cc1 (configuration not stated) | -13.6% | -9.0 | 2.5% | -16.2% | 0.4% | 2.7%
COc1cc(OC)c(NC(=O)c2nn(-c3ccc(C)cc3)c(=O)c3c2c2ccccc2n3C)cc1Cl | . | -0.3 | . | . | 0.2% | 3.3%
Cc1ccc(NC(=O)CN2C(=O)NC(C)(c3ccc(Cl)cc3)C2=O)c(Br)c1 (configuration not stated) | -2.6% | 53.5 | 2.6% | -3.5% | -10.9% | -3.9%
CCCc1c(C(=O)Nc2ccc(F)cc2F)cnn1-c1ccccc1 | -16.2% | -10.7 | 13.2% | -5.7% | -4.3% | 9.6%
Cc1ccc2c(c1)c1c3n2CCN(CC(N)=O)C3CCC1 (configuration not stated) | ? | -98.0* | -5.5% | -6.6% | ? | -7.8%
Cc1c(C(=O)Nc2ccc(S(=O)(=O)Nc3ncccn3)cc2)oc2ccccc12 | -11.2% | -14.0 | -3.0% | . | -9.2% | 0.5%
COCCNC(=S)NN=C1CCC(c2ccccc2)CC1 (configuration not stated) | 12.1% | ? | 37.6%[activator] | ? | -10.4% | -25.5%
Cc1ccc(-n2nc3c(=O)n(CC(=O)NCCc4ccc(Cl)cc4)nc(C)c3c2C)cc1 | ? | ? | 4.8% | . | ? | 0.0%
O=C(O)c1ccc(C(=O)c2ccc3c(c2)C(=O)N(Cc2ccco2)C3=O)cc1 | -7.5% | -32.8 | 7.1% | 20.8% | -2.7% | ?
CCN(CC)S(=O)(=O)c1ccc(C(=O)NCCc2cc3c(OC)ccc(OC)c3[nH]c2=O)cc1 | ? | -30.2 | 2.1% | -13.4% | 1.2% | -0.6%
CCC1(c2ccccc2)NC(=O)N(CC(=O)Nc2cc(Cl)ccc2N2CCN(C)CC2)C1=O (configuration not stated) | ? | -21.4 | 104.3%[activator] | . | ? | -12.9%
CCC1CCCCN1CCCNC(=O)CS(=O)Cc1nc(-c2ccc(OC)c(OC)c2)oc1C (configuration not stated) | -24.3% | 0.0 | 34.1%[activator] | . | -4.7% | -35.2%
Cc1ccc(N(C(=O)c2csnn2)C(C(=O)NC(C)(C)C)c2ccccn2)cc1 (configuration not stated) | -6.9% | -0.2 | -7.6% | -3.1% | -1.6% | 3.7%[57.1 µM]
CN(CC(=O)Nc1c(Cl)cccc1Cl)C(=O)CC1Sc2ccccc2NC1=O (configuration not stated) | -1.0% | -3.4 | 3.3% | . | -13.8% | -14.8%
Cc1c(-c2ccccc2)c(=O)oc2ccc(O)cc12 | -4.2% | 0.0 | 9.6% | -10.8% | -13.6% | 2.9%
COc1ccc(NC(=O)CSc2oc(-c3cccs3)nc2S(=O)(=O)c2ccc(C)cc2)c(OC)c1 | . | 1.7 | . | . | -3.0% | -0.6%
CN1C(=O)N(CN2CCCCC2)C2C1N(C)C(=O)N2CN1CCCCC1 (configuration not stated) | 9.7% | -18.5 | 3.3% | -1.0% | ? | -8.7%
CC(=O)C1=C(S(=O)(=O)c2ccc(C)cc2)CS(=O)(=O)C1 | -8.7% | -100.1* | -9.7% | -16.6% | 1.8% | .

(further entries)
Results follow in this order: HCV inh, HCMV antiviral, AMA1-RON2 inh, FBPA Giardia inh, AmpC inh detg, Sm TGR block
CN(C)c1ccccc1C(=O)N1CCC(n2nccc2NC(=O)C2CC2)CC1
→ -3.2%, -37.1, 5.3%, ., ?, ?
COc1cccc(-c2nc(C(N)=O)c3c(n2)n(-c2ccc4c(c2)OCO4)c(=O)n3C)c1OC
→ ., 11.1, ., ., -3.9%, -4.1%
Cc1onc(-c2ccccc2)c1C(=O)O/N=C(\N)c1ccc([N+](=O)[O-])o1
→ 11.2µM*, -9.6, -21.4%, -5.0%, -14.1%, ?
O[C@@H]1CCCC[C@H]1N1CCC(c2ccccc2)CC1
→ -19.0%, -14.1, -0.2%, -4.7%&-7.1%, -9.7%&-2.9%, 0.0%&57.6%
COc1cc(C2Nc3ccccc3C(=O)N2c2ccc(Cl)cc2)c(Cl)cc1OCC(=O)O (configuration not stated)
→ 17.6%, 157.8, 4.6%, 7.1%, -4.5%, -23.2%
Cn1cc(C(=O)N/N=C/C=C/c2ccccc2)ccc1=O
→ 12.1%, -30.2, 51.3%[activator], -9.0%, -13.3%, -2.5%
CCCCC(=O)N(c1ccc(OC)cc1)C1C=CS(=O)(=O)C1 (configuration not stated)
→ 13.3%, -27.0, -3.2%, 6.0%, 0.7%, 34.8%
COc1ccc(CCNC(=O)c2nonc2N)cc1
→ 5.8%, 34.0, 4.6%, -2.0%, -14.5%, -22.9%
